From PubChem
Mcl1-Bid inh: Mcl-1/Bid interaction inhibition; actives 0.97% (n = 220,000); AID 1021; inhibition, % at 21.7 µM; Q07820; TR-FRET Mcl-1/Bid-Dy647 peptide binding, 1536-well;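 active = compounds that cut the binding signal by more than half at the single screening dose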;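 note: His-tagged Mcl-1 with europium anti-His antibody binding Bid BH3 peptide; 0% = Mcl-1 plus peptide wells and 100% = peptide-only wells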
Target sequence (Q07820 whole entry, looked up): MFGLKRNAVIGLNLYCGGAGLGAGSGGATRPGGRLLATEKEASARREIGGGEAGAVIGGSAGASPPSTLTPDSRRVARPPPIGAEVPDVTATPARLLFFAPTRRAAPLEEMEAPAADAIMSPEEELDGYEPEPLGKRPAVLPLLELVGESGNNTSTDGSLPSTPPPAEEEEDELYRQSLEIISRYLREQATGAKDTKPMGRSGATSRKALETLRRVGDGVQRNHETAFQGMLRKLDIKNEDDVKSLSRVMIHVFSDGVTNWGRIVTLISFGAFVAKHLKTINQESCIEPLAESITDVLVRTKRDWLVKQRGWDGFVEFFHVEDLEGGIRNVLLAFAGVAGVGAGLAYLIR
HRas wt GTP: modulators of GTP binding to human HRas wildtype; GST-Ras wt beads, Bodipy-FL-GTP binding, flow cytometry; actives lie on both sides; GTP binding activity, % at 10 µM; P01112; AID 759; actives 0.14% (n = 190,000);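 active = GTP binding activity at least 20% away from the 100% baseline, either lowered as inhibitor or raised as activator; inconclusive = flagged as likely green fluorescent, judged across all proteins in the well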;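 note: 0% = unlabeled GTP competition control and 100% = no-compound control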
Target sequence (P01112 whole entry, looked up): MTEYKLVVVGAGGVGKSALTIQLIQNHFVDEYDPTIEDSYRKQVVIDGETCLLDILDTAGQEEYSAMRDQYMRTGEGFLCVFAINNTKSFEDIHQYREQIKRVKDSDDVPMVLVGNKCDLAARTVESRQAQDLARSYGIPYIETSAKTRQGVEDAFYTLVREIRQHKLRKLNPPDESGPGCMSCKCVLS
Mcl-1 Bim block: disrupts Bim peptide binding to human Mcl-1; Q07820; Bead-based flow cytometry, Bim peptide-Mcl-1 binding; inhibition, % at 10 µM; actives 0.1% (n = 190,000); in the data active = inhibition above about 40%;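 note: 0% = no compound tracer wells and 100% = peptide blocker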
Pf gametocyte: P. falciparum stage V gametocyte viability inhibition; P. falciparum stage V gametocytes, ATP luminescence, 24 h; inhibition, % at 10.9 µM; actives 0.065% (n = 150,000);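 active = inhibition above the mean plus 3 SD of compounds within the control limits, set per campaign, cut at about 38% in these data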;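 note: 0% = DMSO wells and 100% = medium only without gametocytes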
Avidin fluor: compound fluoresces at 488/530 nm on avidin beads. compound fluorescence 488/530 nm, flow cytometry; hits give high values. actives 0.38% (n = 220,000). fluorescence (KMESF) at 10 µM. AID 1775; in the data active = fluorescence above about 47; note: inactives centre near 10
Rac1 mut GTP: alters GTP binding to activated mutant human Rac1. AID 764. GST-Rac1 activated beads, fluorescent GTP binding, flow cytometry; actives lie on both sides; 100% means binding = to untreated wells. actives 0.11% (n = 190,000). percent activity (GTP binding), % at 10 µM. P63000;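 active = GTP binding at least 20 percentage points away from the 100% baseline, in either direction, so actives lie on both sides; inconclusive = Compound likely fluorescent itself, or too few beads counted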
Mcl1 Noxa PPI: disrupts binding of human Mcl-1 to Noxa peptide; TR-FRET Mcl-1/Noxa peptide binding, 2 h; AID 1022; actives 1.5% (n = 220,000); Q07820; inhibition, % at 21.7 µM;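 active = compounds that cut the protein-peptide binding signal by more than 50% relative to plate controls in a single-dose test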;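 note: His-tagged Mcl-1 with rhodamine Noxa BH3 peptide and terbium anti-His antibody; 0% = Mcl-1 plus Noxa peptide wells and 100% = peptide-only wells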
Rab7 wt GTP bind: dog Rab7 wildtype GTP binding, inhibitors and activators; AID 758; GST-Rab7 beads, fluorescent GTP binding, flow cytometry; actives lie on both sides; untreated = 100%, excess cold GTP = 0%; actives 0.055% (n = 190,000); GTP binding activity (percent of control), % at 10 µM;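 active = fluorescent GTP binding to Rab7 beads changed by at least 20 points from the 100% baseline, either direction, mostly lower; inconclusive = compound itself probably fluorescent, or too few beads counted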;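 note: median green fluorescence of bound Bodipy-FL-GTP per Rab7 bead population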
Cdc42 wt GTP: changes GTP binding to wildtype human Cdc42; GST-Cdc42 beads, Bodipy-GTP binding, flow cytometry; actives lie on both sides; percent activity (GTP binding), % at 10 µM; actives 0.2% (n = 190,000); AID 761;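 active = percent activity GTP binding at least 20 points away from the 100% baseline, either down as inhibitor or up as activator; inconclusive = compound flagged as likely green fluorescent from well-wide comparison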;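 note: median bead fluorescence of bound Bodipy-FL-GTP at 100 nM; 0% = excess unlabeled GTP control and 100% = no compound control; below 100% means less GTP binding so inhibitor and above means activator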
Target sequence (P60953 whole entry, looked up): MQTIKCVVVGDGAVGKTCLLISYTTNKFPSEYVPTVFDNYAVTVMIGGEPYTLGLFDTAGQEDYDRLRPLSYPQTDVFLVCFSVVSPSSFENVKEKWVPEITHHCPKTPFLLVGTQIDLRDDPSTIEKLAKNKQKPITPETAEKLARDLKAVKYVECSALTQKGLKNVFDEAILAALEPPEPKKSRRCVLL
Rab2 wt GTP: changes GTP binding to wildtype dog Rab2A, up or down. GST-Rab2 wt beads, Bodipy-GTP binding, flow cytometry. actives 0.19% (n = 190,000). GTP binding activity, % at 10 µM;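 active = GTP binding activity at least 20 points away from 100%, either lowered or raised; inconclusive = signal likely due to the compound's own green fluorescence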;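 note: 0% = beads with excess unlabeled GTP and 100% = no-compound control corrected for plate trend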
Rac1 wt modul: human Rac1 wildtype GTP binding, inhibitors and activators; P63000; GTP binding activity (% of control), % at 10 µM; GST-Rac1 beads, fluorescent GTP binding, flow cytometry; actives lie on both sides; 0 = cold GTP competed, 100 = untreated; actives 0.27% (n = 190,000); AID 757;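 active = GTP binding activity at least 20 points away from the 100% control level, either lower or higher; inconclusive = compound flagged as likely green fluorescent, judged across all proteins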
The depositor's hits bear a star; ? = inconclusive; . = not tested or not shown.

Fields – Rac1 mut GTP	Avidin fluor	Mcl1-Bid inh	Rab7 wt GTP bind	HRas wt GTP	Mcl-1 Bim block	Cdc42 wt GTP	Rab2 wt GTP	Mcl1 Noxa PPI	Rac1 wt modul	Pf gametocyte
CCOC(=O)c1sc(N)c(C(=O)Nc2ccccc2)c1C
  94	9	-55	101	98	-8	95	95	0	97	-22
O=[N+]([O-])c1ccc(-c2nc3ccc([N+](=O)[O-])cc3[nH]2)cc1
  98	36	78*	104	103	0	103	102	63*	101	4
CCOC(=O)C1=C(CN2c3ccccc3CC2C)NC(=O)NC1c1ccccc1 (centres undefined)
  106	10	-31	103	106	3	104	104	6	109	.
CCc1ccc(NC(=O)CC2C(=O)Nc3c2c(=O)n(C)c(=O)n3C)cc1 (centres undefined)
  100	36	-19	103	101	0	101	101	8	102	.
COC(=O)c1cn(NC(=O)c2ccccc2[N+](=O)[O-])c(=O)c2ccccc12
  92	12	-13	103	95	0	94	96	13	96	10
COc1cc(S(=O)(=O)N2CCOCC2)ccc1F
  97	5	7	97	98	-5	100	100	3	99	1
Cc1ccc(N(CC(=O)N/N=C/c2ccc(OC3CSC3)cc2)S(=O)(=O)c2ccccc2)c(C)c1
  98	12	-26	98	99	-6	99	98	-2	105	11
Cc1cc(=O)[nH]c2c(C)c(Cl)ccc12
  96	25	2	94	99	-2	96	97	-4	100	.
CCOc1ccc(Br)cc1S(=O)(=O)N1CCC(C(=O)O)CC1
  94	5	-2	107	99	0	96	100	4	103	21
CCCN(CCC)C(=O)CSc1nc2ccccc2c(=O)n1C1CCCC1
  99	12	-19	97	100	-3	98	99	16	101	-2
COc1ccc(OCc2nn3c(-c4cccc(OC)c4)nnc3s2)cc1
  84	11	-1	88	88	0	88	85	.	85	12
O=C(c1cccnc1)N1N=C(c2cccs2)CC1c1ccc(F)cc1 (centres undefined)
  96	8	-18	102	96	-3	94	99	18	97	7
O=C(CNC(=O)c1ccc(N2C(=O)c3ccccc3C2=O)cc1)OCC(=O)c1cccc2ccccc12
  102	7	-5	96	103	1	102	101	-74	102	19
COCCn1c(=NC(=O)/C=C/c2ccccc2Cl)sc2cc(NC(C)=O)ccc21
  100	3	28	96	98	-3	98	98	20	104	13
O=S(=O)(NCc1cccnc1)c1cccn1-c1ncc(C(F)(F)F)cc1Cl
  95	11	-19	103	100	2	95	99	2	98	11
O=C(NCC1CCCO1)c1ccc2c(=O)n(-c3ccccc3)c(=S)[nH]c2c1 (centres undefined)
  94	11	-59	94	95	-3	91	100	-8	97	-6
COc1cc(CN2CCN(CCOCCO)CC2)cc(OC)c1OC
  102	16	-2	105	106	-2	106	105	21	106	.
O=C(Nc1nc(-c2ccc(Oc3ccccc3)cc2)cs1)C1=COCCO1
  97	8	-7	101	100	0	102	98	-2	103	3
COc1ccc(C2C3=C(CC(C)(C)CC3=O)OC(N)=C2[N+](=O)[O-])cc1 (centres undefined)
  101	13	-25	99	102	-1	100	102	8	105	0
COc1ccccc1NCC(=O)N/N=C/c1cccnc1
  99	17	-84	95	100	0	100	100	22	102	.
Cc1cc2oc(C(=O)Nc3ccc(S(=O)(=O)N4CCCC(C)C4)cc3)cc(=O)c2cc1Cl (centres undefined)
  100	13	-13	97	100	-2	100	104	-9	104	6
O=C1C(C=Nc2ccc(F)cc2)=C(O)c2ccccc21
  98	12	-12	95	95	-1	95	94	15	98	-20
Cc1c(C(=O)NC(C)c2ccncc2)oc2ccccc12 (centres undefined)
  92	12	-6	97	93	3	95	92	8	93	.
COc1ccccc1-n1ccnc1SCC(=O)NCc1ccco1
  97	23	-15	102	99	-3	100	98	-4	100	.
CCn1nnnc1-c1ccc(OC)c(S(=O)(=O)Nc2ccc(OC)cc2)c1
  101	13	-9	101	102	2	103	102	2	103	.
COc1ccccc1OCC#CCNC1CCCCC1C (centres undefined)
  95	9	-2	103	98	-3	95	99	37	96	.
Cc1ccc(N=Nc2[nH]c3ccccc3c2O)cc1
  102	6	-58	100	103	0	103	102	30	103	-14
Cc1ccc(NC(=O)c2cc(NC(=O)CCCC(=O)O)ccc2Cl)cc1Cl
  95	8	-24	96	97	-2	95	96	-6	99	-25
O=C(CCN1C(=O)c2ccccc2C1=O)N1CCCCCC1
  98	16	42	99	98	0	96	96	16	97	23
CC1=C(C(=O)OCC(C)C)C(c2ccccc2Cl)NC(=O)N1C (centres undefined)
  99	8	-21	99	103	0	104	104	0	109	.
CCC(C)NCCOc1ccc(C(C)(C)c2ccccc2)cc1 (centres undefined)
  93	10	26	101	96	-3	98	99	32	98	6
Cc1c(NC(=O)c2ccc(N3C(=O)C4C5C=CC(C5)C4C3=O)cc2)c(=O)n(-c2ccccc2)n1C (centres undefined)
  100	23	-24	99	99	-1	102	100	2	105	.
CC(Sc1nc(=O)cc(N)n1CCc1ccccc1)C(=O)NCc1ccccc1 (centres undefined)
  96	22	-9	105	103	0	98	100	9	103	12
CCOC(=O)C1(CC2CCCCO2)CCN(S(=O)(=O)c2ccccc2)CC1 (centres undefined)
  90	8	-26	100	90	5	90	92	-15	90	-6
O=C1CC(c2ccccc2)=NN1c1nc(-c2ccccc2)cs1
  90	14	-81	92	93	0	87	89	4	92	-11
CCSCCOC(=O)C1=C(C)NC(=O)NC1c1ccc2c(c1)OCO2 (centres undefined)
  98	7	-25	97	98	0	100	99	4	97	.
Cc1ccc(CNC(=O)CCc2nc(-c3cccs3)no2)cc1
  97	7	-2	103	101	0	102	99	8	99	.
CCOC(=O)c1c(-c2ccccc2)csc1NC(=S)NC
  100	14	-58	101	99	-11	99	101	55*	98	-4
O=C(CSc1nnc(Cn2c(=O)sc3ccccc32)n1-c1ccccc1)N1CCCC1
  98	26	-5	104	102	-4	102	101	-6	102	.
COC(=O)C(C)N1C(=O)S/C(=C\c2cc(C)n(-c3ccccn3)c2C)C1=O (centres undefined)
  96	15	-17	98	97	-1	96	97	19	94	-20
COc1ccc(-n2c(SCC(=O)N3CCCC(C)C3)nnc2-c2cccnc2)cc1 (centres undefined)
  ?	6	-1	?	?	0	?	?	-4	?	17
Nc1c(C(=O)Nc2ccc3c(c2)OCCO3)nnn1CCc1ccccc1
  99	6	-4	96	99	0	102	97	8	100	.
CCn1c(C)c(C(C)=O)c(N2CCCC2)nc1=S
  100	5	-12	95	99	-2	101	101	4	102	-4
O=C(CSc1ccc(-c2ccc(Cl)cc2)nn1)Nc1ccc2c(c1)OCCO2
  97	15	-42	96	97	-3	94	95	-36	99	4
Cc1[nH]n(-c2ccccc2)c(=O)c1/C=N/NC(=O)c1ccoc1C
  101	16	-42	99	98	0	100	98	-39	101	-1
Cc1nc2cc(NC(=O)Nc3ccc(Br)cc3)ccc2o1
  97	9	-36	93	96	3	101	99	14	100	4
O=c1[nH]c(NCc2ccco2)nnc1Cc1ccccc1Cl
  99	34	-16	101	99	18	99	101	0	107	.
COc1ccc(C(=O)c2ccc(Br)cc2)cc1
  99	22	-14	99	98	0	101	96	0	102	.
CCCn1c(SCC(=O)N2CCc3ccccc3C2)nc2c1c(=O)n(C)c(=O)n2C
  101	10	1	99	102	1	107	104	-2	105	-10
COc1cc(C)ccc1OCCOc1c(Cl)cc(Cl)cc1Cl
  ?	33	-2	?	?	-3	?	?	5	?	-20
COc1ccc(C(c2nnnn2C2CCCC2)N2CCC(C(N)=O)CC2)c(OC)c1 (centres undefined)
  99	25	-41	101	98	-1	102	97	8	101	-5
CN(CC(=O)NC(=O)NCc1ccccc1)Cc1ccc(Cl)cc1
  100	6	-11	98	100	3	98	100	35	102	0
OCc1csc(=Nc2ccccc2)n1-c1ccccc1
  93	24	-64	97	102	-2	98	96	4	96	.
Nc1c(NCCN2CCCCC2)c2ccccc2oc1=O
  93	10	-37	101	95	-4	93	97	-9	93	-8
Cc1[nH]c2ccccc2c1C(O)c1ccncc1 (centres undefined)
  100	9	-51	107	103	0	102	101	-4	102	13
O=C(O)c1ccc(NS(=O)(=O)c2cc(Cl)ccc2Cl)cc1O
  98	4	11	101	101	-2	104	100	10	103	.
